Screens as filed in PubChem BioAssay.
H9c2 TAG inh = triacylglycerol accumulation inhibition | H9c2 cells, Nile Red lipid (TAG) fluorescence; cells loaded with 200 µM oleic acid | inhibition, % at 12.5 µM | 230,000 compounds, 0.66% hits;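 active = pattern-corrected inhibition of lipid staining of at least 50% with the nuclear-stain viability signal not falling by more than 50%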;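 also: 0% = DMSO wells and 100% = triacsin C control wells; some results filed as inactive read as strong as hits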
H9c2 TAG inh DAPI viability = further read-out of H9c2 TAG inh, marked with its call; DAPI nuclei signal change (viability), lower = more cytotoxic, %;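 whole-well DAPI fluorescence read on a plate reader as a viability signal; minus 50 percent equals half of cells still viable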
An asterisk follows results filed as active.

1) CC(C)CC(=O)OC(C)(C)[C@@H]1Cc2c(ccc3ccc(=O)oc23)O1
2) C=CCc1cc(C=O)cc(OC)c1OCc1ccc(C(=O)O)cc1
3) N=c1c[n+](-c2ccc(Cl)cc2)[n-]o1
4) COc1ccccc1NC(=O)CCN1C(=O)c2ccccc2S1(=O)=O
5) Cc1ccc(SCc2cc(=O)[nH]c(N3CCCCC3)n2)cc1
6) CCN(CC)S(=O)(=O)c1ccc(N2CCOCC2)c(NC(=O)C2COc3ccccc3O2)c1 (stereo not drawn)
7) N#CC(CO)(Cc1ccc(OC(F)F)cc1)c1nc2ccccc2[nH]1 (stereo not drawn)
8) COc1ccccc1C(=O)NCCC(=O)Nc1ccc(S(=O)(=O)N2CCC(C)CC2)cc1
Assay by compound	1	2	3	4	5	6	7	8
H9c2 TAG inh	2	-6	0	2	-17	6	-16	-4
H9c2 TAG inh DAPI viability	15	7	4	12	8	8	9	2

9) O=C(CCCN1CC=C(n2c(=O)[nH]c3ccccc32)CC1)c1ccc(F)cc1
10) COc1ccc(NS(=O)(=O)c2cc3c(cc2C)N(C(C)=O)CCO3)c(OC)c1
11) CSc1ccc(/C=N/Nc2cccc(C(=O)O)c2)cc1
12) CCC(Sc1nc2ccsc2c(=O)n1Cc1ccc(C(=O)O)cc1)C(=O)Nc1cccc(OC)c1 (stereo not drawn)
13) Cc1ccc(C(=O)Cn2c(=N)n(CCN3CCOCC3)c3ccccc32)cc1
14) O=C(NCc1ccccc1)c1onc(CS(=O)(=O)c2ccccn2)c1C(=O)NCc1ccccc1
15) CCc1ccc(/C=C2/SC(=S)N(CCC(=O)Nc3cccc(C(=O)O)c3)C2=O)cc1
16) CCCC(=O)Nc1nn(C)c2nc3c(C)cccc3cc12
Assay by compound	9	10	11	12	13	14	15	16
H9c2 TAG inh	-7	15	14	-7	18	7	14	-6
H9c2 TAG inh DAPI viability	-5	5	-6	11	2	0	-5	0

17) COc1cc(C(C)=O)ccc1OC(=O)c1cc2cccc(OC)c2oc1=O
18) O=C(NC1CCCCC1)C1CC=CCC1C(=O)OCC(Cl)=C(Cl)Cl (stereo not drawn)
19) CCc1nc2ccc(C(=O)N(C)Cc3ccco3)cn2c1N(C)CCCc1ccccc1
20) CCCCN1C(=O)C(=O)N(CC(=O)c2cc(C)n(-c3cc(C)on3)c2C)C1=O
21) COCCn1c(-c2ccccc2)cnc1N
22) CC(=O)c1cccc(NC(=O)NC2CCCc3ccccc32)c1 (stereo not drawn)
23) Cc1cc(C)c(C(=O)N2CCC(N3CCC(C(=O)NC(C)C)CC3)CC2)o1
24) Clc1cccc(CNc2ccn3nc(-c4ccc(OCc5ccccc5)cc4)cc3n2)c1
Assay by compound	17	18	19	20	21	22	23	24
H9c2 TAG inh	11	-3	-11	10	14	4	-18	23
H9c2 TAG inh DAPI viability	-9	-11	8	0	10	-5	6	26

25) CCOc1ccc(CNC(=O)c2ccc(Sc3ccc(C)cc3)c(NC(C)=O)c2)cc1
26) O=C(O)c1cc2nccc(-c3ccco3)n2n1
27) CCOc1ccc2c(c1)C(N(CCN1CCOCC1)C(=O)Nc1ccccc1)CC(C)(C)O2 (stereo not drawn)
28) COCCNC(=S)Nc1ccc(N2CCOCC2)c(S(=O)(=O)Nc2ccc(Cl)cc2)c1
29) CN1C(=O)C(O)(CC(=O)/C=C/c2ccco2)c2ccccc21 (stereo not drawn)
30) CCN(CC(=O)Nc1ccccc1C(F)(F)F)C(=O)c1ccc2c(c1)NC(=O)CS2
31) COC(=O)[C@]1(Cc2ccccc2)N[C@H](CN(C)S(=O)(=O)c2ccc(F)cc2)[C@@H]2C(=O)N(Cc3ccccc3)C(=O)[C@@H]21
32) COc1ccc(-n2c(COc3cccc4ccccc34)nnc2SCC(=O)NCc2ccco2)cc1
Assay by compound	25	26	27	28	29	30	31	32
H9c2 TAG inh	-1	-4	-12	1	1	10	30	13
H9c2 TAG inh DAPI viability	-1	5	7	11	4	4	-3	-9

33) O=C(Nc1ccc2nc(-c3ccco3)[nH]c2c1)c1cccs1
34) C/C(=N\NC(=O)c1cccc(Cl)c1)C1C(=O)c2ccccc2C1=O
35) C[C@@H]1CN([C@@H](C)CO)C(=O)CCCn2nncc2CO[C@@H]1CN(C)C(=O)Nc1ccccc1C(F)(F)F
36) CCC(C)N(CC(=O)Nc1cccc(C)c1C)C(=O)CCl (stereo not drawn)
37) O=C(NNC(=O)c1ccccc1F)c1ccc(-n2cncn2)c([N+](=O)[O-])c1
38) COc1ccc(S(=O)(=O)N2CCN(S(=O)(=O)c3ccc4c(c3)OCCO4)CC2)cc1C
39) COc1cc(C(=O)Nc2nccs2)c(Br)c(OC)c1OC
40) Cc1cc2cc(CCNC(=O)CC(C)(C)C)c(=O)[nH]c2cc1C
Assay by compound	33	34	35	36	37	38	39	40
H9c2 TAG inh	20	1	9	39	-2	4	13	-8
H9c2 TAG inh DAPI viability	13	2	-2	-14	6	-6	-10	7

41) CC1(C)Cc2nc(-c3ccccc3)nc(SCC(O)CO)c2CO1 (stereo not drawn)
42) Cc1ccc(C)c(NC(=O)CN(C)C(=O)/C=C/c2ccco2)c1
43) Cc1ccn2c(=O)nc(SCC(=O)NCc3ccc4c(c3)OCO4)nc2c1
44) O=C(NC12CCC(O)C(SC1)/C2=N/O)c1ccccc1 (stereo not drawn)
45) O=C(COC(=O)c1ccccc1-n1cnnn1)c1ccc(Br)cc1
46) C#CCOCCOCCOCCNc1nc(N2CCN(C(=O)Cn3cc(CCCN=C(N)N)nn3)CC2)nc(N2CCN(C(=O)[C@H](C(C)C)n3cc(CCO)nn3)CC2)n1
47) C/C=C/C(=O)N1CC2(CC(c3cccc(NC(=O)/C(C)=C/C)c3)=NO2)C[C@H]1C(N)=O (stereo partly drawn)
48) Cc1ccccc1C(=O)NC1CCN(Cc2nnnn2C(C)(C)C)CC1
Assay by compound	41	42	43	44	45	46	47	48
H9c2 TAG inh	16	22	1	2	6	-22	-6	10
H9c2 TAG inh DAPI viability	1	-7	-3	-4	-8	-2	0	-2

49) C/C(=N/Nc1nc(-c2ccccc2)c(CC(=O)O)s1)c1ccccc1
50) NC(=O)C1=C[C@@H](c2csc3ccccc23)C[C@@H](OCCCCO)O1
51) Cc1cccc2cc(CN(Cc3cccnc3)C(=O)c3ccncc3)c(=O)[nH]c12
52) N#CCSc1nc2ccccc2c(=O)n1C1CCCCC1
53) COc1cccc2sc(=NC(=O)CCS(=O)(=O)c3ccc(C)cc3)n(C)c12
54) O=C(Nc1cc(Cl)ccc1N1CCOCC1)c1ccc2c(c1)OCCO2
55) Cc1ccc(-c2nn(-c3ccccc3)cc2CN(C)C(=O)CCC(=O)O)cc1C
56) O=C(NCCCn1ccnc1)C1CC2CCC1C2 (stereo not drawn)
Assay by compound	49	50	51	52	53	54	55	56
H9c2 TAG inh	15	-24	20	-6	4	11	-10	3
H9c2 TAG inh DAPI viability	-9	-5	-15	0	0	3	0	-3

57) Cc1cc(C)c(-c2cc(C)nc3ncnn23)c(C)c1
58) O=C1c2cccc3cccc(c23)C(=O)N1c1ccccn1
59) CC1CCN(CCc2nc3cc(NC(=O)Nc4ccccc4)ccc3n2C)CC1
60) Cc1ccc(S(=O)(=O)N(C)c2ccc(OCC(=O)O)cc2)cc1
61) Cc1nc(-c2ccccc2)sc1-c1nc(-c2cccnc2)ncc1S(=O)(=O)c1ccccc1
62) O=C1CCC(=O)N1c1ccc(CSc2nnnn2C2CCCCC2)cc1
63) C[C@H](NC(=O)c1ccc(Cl)c(S(=O)(=O)N2CCOCC2)c1)c1nc2ccccc2[nH]1
64) Cc1c(C(=O)NC(=S)Nc2ccc3c4c(cccc24)CC3)cccc1[N+](=O)[O-]
Assay by compound	57	58	59	60	61	62	63	64
H9c2 TAG inh	11	11	19	4	14	-8	-6	16
H9c2 TAG inh DAPI viability	-16	6	10	5	-28	11	-9	0

65) C=CCC(NCc1ccccc1)c1ccc(C)o1 (stereo not drawn)
66) COCCNC(=O)Cn1cnc2ccc(S(=O)(=O)N3CCC(C)CC3)cc2c1=O
67) COc1cccc(COC(=O)C2CCN(C(=O)c3ccc(F)cc3)CC2)c1OC
68) CCCOc1c(Br)cc(C(=O)OCc2cc(=O)n3ccsc3n2)cc1OC
69) CCOC(=O)C1=C(COC(=O)COc2cccc(C)c2C)NC(=O)NC1C (stereo not drawn)
70) O=[N+]([O-])c1cccc(/C=N/Nc2nc(NCc3ccccc3)nc(N3CCOCC3)n2)c1O
71) CC(=O)Nc1ccc(NC(=O)C(C)OC(=O)C2(c3ccc(Cl)cc3)CCCC2)cc1 (stereo not drawn)
72) CCOc1ccccc1CN1CCC(n2nccc2NC(=O)C2CCCC2)CC1
Assay by compound	65	66	67	68	69	70	71	72
H9c2 TAG inh	0	2	-4	7	-9	-7	6	-14
H9c2 TAG inh DAPI viability	11	4	-4	-5	3	-12	2	8

73) Cc1ccc(CSc2ncccc2C(=O)O)cc1
74) CN(C)c1ccc(CC(=O)N2CCCCC2c2cc(C(=O)Nc3cccc4c3CCCC4)no2)cc1 (stereo not drawn)
75) CCc1c(C)sc2nc3c(C(=O)N4CCOCC4)cc(C(=O)c4ccccc4O)cn3c(=O)c12
76) CCN1C(=O)/C(=C2\SC(=S)N(NC(=O)c3ccccc3O)C2=O)c2ccccc21
77) Cc1nn(-c2ccc(F)cc2)c(Cl)c1C(=O)NCC1CCCO1 (stereo not drawn)
78) COc1ccc(C(=O)Nc2c3c(nn2C(C)(C)C)CS(=O)(=O)C3)cc1OC
79) C=CCn1c(C)cc(C(=O)Cn2nc(C(=O)O)c3ccccc3c2=O)c1C
80) O=C(OCC(=O)N1CCN(C(=O)c2ccco2)CC1)c1ccc(S(=O)(=O)N2CCCCC2)cc1
Assay by compound	73	74	75	76	77	78	79	80
H9c2 TAG inh	11	-5	3	-7	-4	16	-3	-7
H9c2 TAG inh DAPI viability	-6	-2	4	9	12	-5	-1	1

81) COCc1cc(C)nc(OCC(=O)N/N=C/c2ccco2)c1C#N
82) CCOc1cc(C)c(Cl)cc1S(=O)(=O)NCc1ccco1
83) O=C(Nc1ccccc1N1CCCC1)c1ccc2c(c1)OCO2
84) C/C(=N\OC(=O)c1ccc(OC(C)C)cc1)c1ccc(C)c(C)c1
85) Cc1cc(OCC(=O)Nc2ccc(CN3CCOCC3)cc2)ccc1Cl
86) COc1ccc(NC(=O)CSc2ccc3nnc(-c4ccccn4)n3n2)c(OC)c1
87) COc1cccc(-n2ccnc2SCC(=O)N2CCc3ccccc32)c1
88) CC(Cc1cccnc1)NC(=O)c1cc(COc2c(F)cccc2F)on1 (stereo not drawn)
89) COc1cccc(N2CCN(CC(=O)NC(=O)NC3CCCCC3)CC2)c1
Assay by compound	81	82	83	84	85	86	87	88	89
H9c2 TAG inh	10	-4	10	-19	-20	4	-14	9	-10
H9c2 TAG inh DAPI viability	4	4	5	6	18	1	8	-4	-1

An excerpt. The share of hits here may be higher or lower than overall.
